# Assay outcomes deposited in PubChem BioAssay by Sanford-Burnham Center for Chemical Genomics.
# ATG4B inhibitor = ATG4B protease inhibitors, primary screen, biochemical, fluorescence, uHTS; inhibition, % at 8.33 µM; actives 0.51% (n = 340,000); Cysteine protease ATG4B (Homo sapiens), Q9Y4P1; ATG4B cleavage of LC3-PLA2, NBD-HPC fluorescence, 1 h; in the data active means inhibition above about 40%
# Target sequence (Q9Y4P1 whole entry, looked up): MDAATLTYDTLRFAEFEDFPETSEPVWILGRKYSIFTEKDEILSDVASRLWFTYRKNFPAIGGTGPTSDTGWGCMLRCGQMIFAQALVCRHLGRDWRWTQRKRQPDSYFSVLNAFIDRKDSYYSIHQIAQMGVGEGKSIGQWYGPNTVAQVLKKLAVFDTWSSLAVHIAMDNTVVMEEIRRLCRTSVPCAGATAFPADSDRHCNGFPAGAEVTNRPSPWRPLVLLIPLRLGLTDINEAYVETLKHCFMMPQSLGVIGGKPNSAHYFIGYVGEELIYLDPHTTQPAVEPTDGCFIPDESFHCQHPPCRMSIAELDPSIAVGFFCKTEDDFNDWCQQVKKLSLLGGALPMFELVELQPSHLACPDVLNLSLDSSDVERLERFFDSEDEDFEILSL
# hIAP block = human IAP inhibitors, primary screen, biochemical, luminescence, uHTS | purified IAP, CDP-Star luminescence, 30 min | inhibition, % at 10 µM | actives 0.12% (n = 330,000) | AID 2544, 2010;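 active means inhibition reaching a set limit with compound at 10 µM in the primary screen, cut at about 35% in these data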;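 further: plate controls were DMSO wells with enzyme for no effect and no-enzyme buffer wells for full effect; values of inactives mirror those of a sister screen read the other way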
# Target sequence (P09923 whole entry, looked up): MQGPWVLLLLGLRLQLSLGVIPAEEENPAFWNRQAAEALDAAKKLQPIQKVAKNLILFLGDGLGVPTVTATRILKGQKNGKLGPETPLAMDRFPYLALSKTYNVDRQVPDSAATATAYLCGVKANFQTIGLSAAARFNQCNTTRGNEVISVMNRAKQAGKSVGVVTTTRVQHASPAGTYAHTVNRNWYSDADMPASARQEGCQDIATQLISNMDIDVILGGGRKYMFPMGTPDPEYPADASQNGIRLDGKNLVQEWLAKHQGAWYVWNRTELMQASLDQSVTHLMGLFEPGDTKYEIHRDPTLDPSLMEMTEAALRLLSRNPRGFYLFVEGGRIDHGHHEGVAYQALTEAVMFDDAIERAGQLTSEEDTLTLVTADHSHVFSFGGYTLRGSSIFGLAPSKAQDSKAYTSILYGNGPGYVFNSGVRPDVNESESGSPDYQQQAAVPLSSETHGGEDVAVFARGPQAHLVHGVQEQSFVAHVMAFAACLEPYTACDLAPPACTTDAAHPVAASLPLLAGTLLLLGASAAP
# PfGluPho inh = PfG6PD enzyme inhibitors, primary screen, biochemical, fluorescence intensity, uHTS; inhibition, % at 20 µM; PfGluPho enzyme, NADPH resazurin-diaphorase fluorescence; glucose-6-phosphate dehydrogenase-6-phosphogluconolactonase (Plasmodium falciparum 3D7); actives 0.78% (n = 350,000);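 active means inhibition reaching at least a set limit at 20 µM in the primary screen, cut at about 59% in these data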;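 further: 0% = DMSO wells with substrate and 100% = DMSO wells lacking glucose-6-phosphate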
# hIAP act = human IAP activators, primary screen, biochemical, luminescence, uHTS. actives 0.16% (n = 330,000). AID 2524, 2010. purified human IAP, CDP-Star luminescence, 30 min; stronger effect = higher value; 1 = vehicle-only enzyme, 0 = enzyme-free background. activation factor at 10 µM;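 active means activation factor of the enzyme at least 2-fold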; further: the source names both 10 and 20 µM as test concentration; values of inactives mirror those of a sister screen read the other way
# mIAP activ = activators of mouse IAP, primary screen, biochemical, luminescence, uHTS; AID 2805, 2010; intestinal alkaline phosphatase [Mus musculus]; activation factor at 10 µM; muIAP, CDP-Star luminescence, 30 min; stronger effect = higher value; 1 = vehicle-only enzyme signal, 0 = enzyme-free wells; actives 0.24% (n = 330,000);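 active means activation factor of at least 2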; further: the source names both 10 and 20 µM as test concentration; values of inactives mirror those of a sister screen read the other way
#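 Assay system: mouse IAP enzyme; Reagent: CDP-Star chemiluminescent phosphatase substrate; Compound: DMSO-dissolved test compounds; Incubation: 30 min, room temperature; Technique: luminescence from enzymatic CDP-Star hydrolysis; Controls: DMSO-only wells and no-enzyme negative control.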
# APOBEC3A inh = APOBEC3A ssDNA deaminase inhibitors, primary screen, selectivity assay for APOBEC3G inhibitor project, biochemical, FAM/TAMRA oligo cleavage fluorescence; DNA dC->dU-editing enzyme APOBEC-3A (Homo sapiens), P31941; recombinant A3A, FAM/TAMRA ssDNA deamination fluorescence; inhibition, % at 20 µM; actives 0.41% (n = 330,000);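 active means at least 40% inhibition at 20 µM here, with at most 30% in a related deaminase screen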;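 further: plate controls were A3A with DMSO for no effect and wells lacking A3A enzyme for full effect; some results filed as inactive read as strong as hits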
# mIAP inh = inhibitors of mouse IAP, primary screen, biochemical, luminescence, uHTS; intestinal alkaline phosphatase [Mus musculus]; purified mouse IAP, CDP-Star luminescence, 30 min; inhibition, % at 10 µM; actives 0.2% (n = 330,000);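 active means inhibition of at least 40% at 10 µM in the primary screen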;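 further: plate controls were DMSO with enzyme for no effect and no enzyme wells for full effect; values of inactives mirror those of a sister screen read the other way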
# HKDC1 inhibitor = HKDC1 hexokinase inhibitors, primary screen, biochemical, fluorescence, uHTS; Q2TB90; inhibition, % at 20 µM; actives 0.16% (n = 340,000); AID 493160, 2011; recombinant HKDC1, G6PDH/diaphorase resazurin coupled fluorescence;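 active means inhibition above about 35% when tested at 20 µM, limit read from the data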;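 further: plate controls were DMSO wells with enzyme for no effect and DMSO wells lacking enzyme for full effect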
#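 test system = in-house recombinant HK5 (HKDC1) enzyme | amount = HKDC1 at 5 µg/mL | control set = DMSO-enzyme wells negative, buffer-substituted wells positive | compound = one dose of 20 µM, 1% DMSO | schedule = reaction time 90 min, room temperature, protected from light | technique = resorufin fluorescence at 613 nm | reagent = glucose with 1 mM ATP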
# Active calls of the source: *; . = not tested or not shown.
SMILES,ATG4B inhibitor,hIAP block,PfGluPho inh,hIAP act,mIAP activ,APOBEC3A inh,mIAP inh,HKDC1 inhibitor
Cn1c(=O)c(-c2ccccc2)nn2c3ccccc3nc12,-12.8,2.5,-2.0,0.975,0.973,-3.7,2.7,5.8
Cc1nnc(NC(=O)CSc2nnc(CNC(=O)c3ccc(F)cc3)o2)s1,2.2,-2.7,-21.0,1.03,0.842,-4.6,15.8,-2.3
O=C(N/N=C\c1ccc(OC(=O)c2cccs2)cc1)c1ccc(Cl)cc1,-4.7,0.7,7.1,0.993,0.912,6.9,8.8,17.5
COc1ccc(N2CCN(S(=O)(=O)CCNC(=O)/C=C/c3ccc4c(c3)OCO4)CC2)cc1,-3.0,-18.5,-1.3,1.19,0.99,2.5,1.0,-0.2
Cc1cccc(C(=O)Nc2cccc(C(=O)NC3CCCC3)c2)c1,-7.7,9.4,10.2,0.906,0.954,-1.7,4.6,-1.6
O=C(CNC(=O)c1cccs1)NCCN1CCN(c2ccccc2F)CC1,-10.4,20.2,3.0,0.798,1.04,-6.6,-4.1,0.3
COc1ccc(CNC(=O)CN(C(=O)c2csnn2)c2cnc3ccccc3c2)cc1,0.3,10.7,-4.9,0.893,1.04,-2.5,-3.7,4.1
O=C(Oc1ccc(/C=N/O)cc1)c1ccccc1Cl,-8.4,0.8,-12.9,0.992,0.918,1.0,8.2,9.0
CCOC(=O)C1=C(C)NC(C)=C(C(=O)OCC)C1c1ccccc1/C=C/C(=O)OC(C)(C)C,.,6.0,.,0.94,1.02,1.2,-2.1,.
CC(C)OP(=O)(OC(C)C)C(NC(=O)c1ccccc1Br)C(N)=O (configuration not stated),3.7,-5.5,-5.8,1.05,1.06,-0.6,-6.4,-1.6
CC(C)Cn1c(SCC(=O)Nc2ncccn2)nc2ccccc21,-2.8,4.1,-3.7,0.959,0.973,-0.8,2.7,7.9
COc1ccc(F)cc1CN1CCN(CC(=O)Nc2ccccc2C(=O)NC2CC2)CC1,1.2,-0.5,-1.6,1,1.01,1.6,-0.6,-8.0

# Retrieved by compound from the list above (3):
SMILES,ATG4B inhibitor,hIAP block,PfGluPho inh,hIAP act,mIAP activ,APOBEC3A inh,mIAP inh,HKDC1 inhibitor
O=C(CNC(=O)c1cccs1)NCCN1CCN(c2ccccc2F)CC1,-10.4,20.2,3.0,0.798,1.04,-6.6,-4.1,0.3
COc1ccc(N2CCN(S(=O)(=O)CCNC(=O)/C=C/c3ccc4c(c3)OCO4)CC2)cc1,-3.0,-18.5,-1.3,1.19,0.99,2.5,1.0,-0.2
Cc1cccc(C(=O)Nc2cccc(C(=O)NC3CCCC3)c2)c1,-7.7,9.4,10.2,0.906,0.954,-1.7,4.6,-1.6

# Later entries:
SMILES,ATG4B inhibitor,hIAP block,PfGluPho inh,hIAP act,mIAP activ,APOBEC3A inh,mIAP inh,HKDC1 inhibitor
Cc1noc(C)c1S(=O)(=O)Nc1ccccc1N1CCOCC1,-4.3,-10.3,14.9,1.1,1.06,-0.6,-6.5,-7.6
Cc1ccc(S(=O)(=O)N/N=C\c2ccc([N+](=O)[O-])o2)cc1,-10.2,-3.0,6.3,1.03,1.08,-2.2,-7.8,-5.0
Cc1cc2n(n1)C(c1ccccc1)Nc1ccccc1-2 (configuration not stated),-2.8,-41.6,-7.5,1.42,1.02,-2.2,-2.2,-1.8
Oc1ccc(-c2cnns2)c(O)c1,0.8,-0.1,43.7,1,1.03,1.2,-3.1,45.4*
C/C(=N\NC(=O)c1ccc(C)cc1)c1c(C)[nH]n(-c2ccccc2)c1=O,-1.5,-77.8,-11.5,1.78,0.971,1.1,2.9,-7.2
O=S(=O)(NCc1ccc2c(c1)OCO2)c1ccc(F)cc1,-2.2,-47.5,-15.7,1.48,0.971,0.2,2.9,-0.5
CCCCc1c(O)c2cccc3c2n(c1=O)CCC3,-6.6,-19.1,24.4,1.19,1.07,-1.8,-6.6,-2.3
CCN(c1ccccc1)S(=O)(=O)c1ccc(Oc2ccc(-n3ccnc3)cc2)nc1,-6.5,-3.5,15.1,1.03,1.11,-2.9,-11.2,-7.0
NS(=O)(=O)c1ccc(CNC(=O)C2CCCCC2)cc1,4.2,-27.0,-7.7,1.27,1.06,-8.7,-6.4,4.3
CC1CCCCC12NC(=O)N(CC(=O)NNC(=O)c1ccc(Br)cc1)C2=O (configuration not stated),-3.1,2.0,-8.5,0.98,0.966,-3.2,3.4,-6.1
COc1ccc(/C(C)=N/NC(=O)c2ccncc2)cc1,-0.5,-16.3,13.2,1.16,0.968,-6.2,3.2,-7.9
O=C1C(Cl)=C(N2CCOCC2)C(=O)N1CCc1ccccc1,8.2,15.6,-4.5,0.844,0.984,-1.2,1.6,-5.8
CCN(CC)Cc1oc(-c2ccccc2)cc1C(=O)O,1.4,-11.9,-0.6,1.12,1.04,-1.2,-3.6,3.7
CCCC(=O)Nc1nc(C(=O)OCC)cs1,2.9,4.0,-10.1,0.96,1.07,11.1,-6.9,-8.5
CCC(=O)c1ccc(OCC(=O)Nc2ccccc2N2CCCCC2)cc1,-8.4,4.4,2.3,0.956,1.01,-0.7,-1.0,-5.5
C=CCOc1ccc(/C=N/NC(=O)CN2CCOCC2)cc1OCC,0.7,-5.3,25.8,1.05,0.926,-4.0,7.4,-10.6
COc1ccc(C2CCCN2C(=S)Nc2cccc(Cl)c2C)cc1OC (configuration not stated),27.3,-3.0,3.0,1.03,1.08,-0.2,-8.1,-4.5
O=C(CN1CCCCCC1)N1c2ccccc2C=Cc2ccccc21,3.8,-12.2,5.4,1.12,1.01,-3.0,-0.8,-9.1
CC(NC(=O)CCCc1nnc2n(C)c(=O)c3sccc3n12)c1ccccc1 (configuration not stated),-3.0,-7.3,-7.4,1.07,1,-2.5,-0.5,-5.6
CCC(C)(C)N1CC(=O)N(Cc2ccccc2)C(c2ccc(OC)cc2)C1=O (configuration not stated),-2.8,-3.3,-4.3,1.03,0.98,-3.1,2.0,0.0
c1ccc(-c2onc3cc4c(cc23)OCCO4)cc1,1.3,-11.3,17.0,1.11,1.02,1.4,-2.1,9.5
O=C(Nc1ccccc1C(=O)NCCCn1ccnc1)c1ccccc1,6.0,-3.0,3.5,1.03,0.964,-0.3,3.6,-7.4
O=C(Nc1nnc(-c2ccc3c(c2)OCCO3)o1)c1ccc(Cc2ccccc2)cc1,-6.2,-10.5,6.8,1.1,0.925,-5.9,7.5,-9.9
O=C(CSc1nnc(-c2ccccc2)n1-c1ccccc1)NCc1ccco1,-8.7,8.6,-4.0,0.914,0.905,2.2,9.5,2.7
COc1cccc(/C=N/Nc2ncnc3c2[nH]c2ccc(C)cc23)c1OC,-4.9,-26.1,3.3,1.26,0.864,4.0,13.6,19.6
O=C(O)C(NS(=O)(=O)c1ccccc1)C(O)c1ccccc1 (configuration not stated),-1.5,2.1,1.7,0.979,0.889,-0.3,11.1,-3.5
CC(C)(NC(=O)c1ccccc1)c1nc2ccccc2s1,-11.0,-4.3,60.2*,1.04,1.1,4.1,-10.3,-2.5
C/C(=N\Nc1ccc([N+](=O)[O-])cc1)c1ccc(O)cc1,15.5,25.0,66.5*,0.75,0.961,1.7,3.9,-8.3
O=C(N/N=C/c1ccc(-c2ccc([N+](=O)[O-])cc2)o1)C(O)c1ccccc1 (configuration not stated),-16.6,-6.8,-8.9,1.07,0.934,0.5,6.6,2.9
O=C(CCN1C(=O)c2ccccc2C1=O)NC1=NCCS1,-11.7,2.4,9.5,0.976,1.02,-3.5,-2.2,-0.3
O=C(CSc1nc2c(c(=O)n1-c1ccc(F)cc1)SCC2)Nc1ccc2c(c1)OCO2,-8.3,-14.6,-3.4,1.15,1.11,-2.7,-10.7,8.2
COc1ccc(CNC(=O)C2CCN(S(=O)(=O)N3CCC4(CC3)OCCO4)CC2)c(OC)c1,-6.4,3.1,14.2,0.969,0.973,-5.3,2.7,-7.5
CCOC(=O)C1=C(O)C(=O)N(c2ccc(S(N)(=O)=O)cc2)C1c1ccc(Br)cc1 (configuration not stated),13.2,5.0,-21.5,0.95,0.964,-3.0,3.6,-1.5
CCCCc1nc2cc(C(=O)N3CCC(OC)CC3)ccc2o1,-6.3,-2.3,5.0,1.02,0.999,-5.1,0.1,-6.9
O=C(NCc1ccccn1)c1nn(-c2ccccc2)c(=O)c2ccccc12,-3.9,-0.2,2.3,1,0.997,3.9,0.3,-0.2
CC(=O)Nc1ccc(S(=O)(=O)N[C@@H](C)C(=O)OCC(=O)c2ccc[nH]2)cc1,-6.5,7.7,15.6,0.923,1.06,-0.2,-6.4,-6.6
Oc1c(C(c2ccccc2)N2CCc3ccccc3C2)sc2ncnn12 (configuration not stated),-6.6,-2.3,48.5,1.02,0.892,-2.5,10.8,-3.7
CCN1CCN(C(=O)NS(=O)(=O)c2ccc(C)cc2)CC1,4.9,0.7,-3.1,0.993,1.01,1.0,-0.9,-4.6
CN1C(=O)CC(N2CCN(c3ncccn3)CC2)C1=O (configuration not stated),0.8,8.5,-15.3,0.915,0.94,-0.9,6.0,-8.7
Cc1cccc(N2C(=O)C3C(c4ccccc4)OC4(C(=O)c5ccccc5C4=O)C3C2=O)c1 (configuration not stated),-2.8,8.2,-15.9,0.918,0.873,-1.2,12.7,-4.4
CCOc1ccc(N2C(=O)CS/C2=N/NC(=O)COc2ccc3ccccc3c2)cc1,-4.5,2.6,-17.2,0.974,0.912,-5.1,8.8,-6.1
CCc1ccc2c(CSc3nnnn3C)cc(=O)oc2c1,-3.2,-11.4,11.8,1.11,0.948,1.5,5.2,-5.7
CCOC(=O)c1cnn(-c2cc(C)nc3c(-c4ccccc4)c(C)nn23)c1N,2.6,-14.4,-15.5,1.14,0.976,-5.5,2.4,4.0
O=C(OCC(O)COC(=O)c1cccnc1)c1cccnc1,4.8,6.5,-9.6,0.935,0.996,-4.0,0.4,-5.6
CSCCC(NC(N)=O)C(=O)Nc1cccc(C#N)c1 (configuration not stated),-6.0,22.8,2.2,0.772,0.901,-3.4,9.9,-7.5
COc1ccccc1C1N=C(c2ccccc2C)NO1 (configuration not stated),-0.2,-11.4,3.1,1.11,0.978,0.4,2.2,-1.1
COc1ccc(-c2noc(N3CCCC(C(=O)Nc4ccccc4F)C3)n2)cc1 (configuration not stated),-2.1,21.5,-12.7,0.785,1.11,-5.2,-11.4,-4.8
Cc1ccccc1NC(=O)c1cccc(N2C(=O)C3C4CC(C(Br)C4Br)C3C2=O)c1 (configuration not stated),-4.6,3.2,23.6,0.968,0.98,-3.4,2.0,4.0
O=C(N/N=C/c1cccnc1)c1ccccc1OCc1ccc(Cl)cc1,.,-12.5,.,1.12,1.02,-2.8,-2.3,.
O=C(COc1ccc([N+](=O)[O-])cc1)Nc1ccc(C(=O)Nc2ccccc2C(=O)O)cc1,-2.7,9.6,-14.9,0.904,0.793,-1.5,20.7,1.1

# This is a random part of the collection (roughly 2.4% active in at least one column).
